High-throughput results (PubChem)
PP1 counter: PP1-alpha (human) inhibition in PP5 counter-screen; hit rate 0.9% among 320,000; AID 2235; inhibition, % at 6.7 µM; P62136; purified PP1alpha, OMFP fluorescence;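 active means inhibition above the mean inhibition of all tested compounds plus 3 SD, computed separately for each screening campaign, cut at about 15% in these data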
Target sequence (P62136 whole entry, looked up): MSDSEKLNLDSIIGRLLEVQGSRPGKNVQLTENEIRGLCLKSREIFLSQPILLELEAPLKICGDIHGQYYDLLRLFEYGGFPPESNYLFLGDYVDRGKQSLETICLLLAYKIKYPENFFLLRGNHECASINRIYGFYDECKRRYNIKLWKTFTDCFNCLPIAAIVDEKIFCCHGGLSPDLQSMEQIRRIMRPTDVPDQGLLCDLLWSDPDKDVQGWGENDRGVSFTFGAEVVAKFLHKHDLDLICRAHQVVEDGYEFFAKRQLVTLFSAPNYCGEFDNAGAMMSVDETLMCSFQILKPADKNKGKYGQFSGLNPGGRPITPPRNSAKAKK
core dimer inh: blocks dimerization of HCV core protein. inhibition, % at 5 µM. TR-FRET GST/Flag-core106 dimerization, 1536-well. hit rate 0.33% among 300,000;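 active means inhibition above the mean of all tested compounds plus 3 SD, set per screening campaign, cut at about 45% in these data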
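System: GST/Flag-tagged HCV core106 proteins. Incubation: compound-protein-antibody incubation 4 h at 22.5 °C. Technique: HTRF with 340 nm excitation, 617/671 nm emission. Medium: KF-containing HEPES buffer, pH 7.45, DTT, CHAPS, BSA. Read-out: inhibition (%) from 671 over 617 nm ratio. Also added: Eu(K)-anti-GST 90 ng/mL plus XL665-anti-Flag 1 µg/mL.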
PP5 primary: inhibitors of human protein phosphatase 5 (PP5); P53041; purified PP5c, OMFP substrate fluorescence; inhibition, % at 6.7 µM; hit rate 0.18% among 320,000;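 active means inhibition above the campaign's mean inhibition across all tested compounds plus 3 SD, cut at about 9.5% in these data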;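 further: 0% = DMSO only and 100% = 100 µM cantharidin control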
TPT1 inhibitor: blocks Candida albicans tRNA 2'-phosphotransferase | AID 1962 | recombinant caTPT1, FP RNA substrate dephosphorylation | hit rate 0.81% among 300,000 | inhibition, % at 5 µM;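 active means inhibition above the mean of all tested compounds plus 3 SD, set per screening campaign, cut at about 24% in these data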;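 further: plate controls were DMSO alone for no effect and ferristatin control at 100 nM for full effect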
EBNA-1 inhibitor: blocks EBNA-1 binding to DNA; EBNA-1 DNA binding, fluorescence polarization; inhibition, % at 14.8 µM; hit rate 0.34% among 300,000; AID 1950; in the data active means inhibition above about 28%
Yeast superoxide: lowers age-related superoxide in aged yeast cells. hit rate 0.18% among 330,000. superoxide response (% of plate mean), % at 10 µM. S. cerevisiae aged cells, superoxide DHE fluorescence; stronger effect = lower value;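 active means superoxide response under a set limit, about three screen SD below normal, cut at about 65% in these data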;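 further: yeast aged for seven days with compound at 30 °C before DHE staining; 100% = average MFI of all compound-treated wells on the plate with controls excluded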
ZTA DNA inh: blocks Epstein-Barr virus ZTA, an EBNA-1 counter-screen. ZTA-DNA binding, fluorescence polarization. hit rate 0.15% among 320,000. inhibition, % at 11 µM. AID 2234; in the data active means inhibition above about 33%
Target sequence (P03206 whole entry, looked up): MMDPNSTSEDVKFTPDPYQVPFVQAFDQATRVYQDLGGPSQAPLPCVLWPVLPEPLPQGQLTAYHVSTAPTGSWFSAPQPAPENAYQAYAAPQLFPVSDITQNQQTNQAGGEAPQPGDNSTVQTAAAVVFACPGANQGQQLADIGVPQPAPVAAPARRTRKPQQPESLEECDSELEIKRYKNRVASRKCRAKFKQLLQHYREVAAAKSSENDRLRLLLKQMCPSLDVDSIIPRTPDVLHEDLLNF
GASC-1 inh: blocks human GASC-1 demethylase activity | Q9H3R0 | GST-JMJD2C(1-420) H3K9me3 demethylation, DELFIA europium | inhibition, % at 2.35 µM | hit rate 0.069% among 330,000;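 active means more than half of a compound's replicate wells show inhibition beyond 50%, single wells judged on their own value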;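 further: signal counts dimethyl H3K9 product captured on neutravidin plate; 0% = median of DMSO wells and 100% = 0.3 times that DMSO median; strong numbers were not always called active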
Target sequence (Q9H3R0 1-420 limits assumed): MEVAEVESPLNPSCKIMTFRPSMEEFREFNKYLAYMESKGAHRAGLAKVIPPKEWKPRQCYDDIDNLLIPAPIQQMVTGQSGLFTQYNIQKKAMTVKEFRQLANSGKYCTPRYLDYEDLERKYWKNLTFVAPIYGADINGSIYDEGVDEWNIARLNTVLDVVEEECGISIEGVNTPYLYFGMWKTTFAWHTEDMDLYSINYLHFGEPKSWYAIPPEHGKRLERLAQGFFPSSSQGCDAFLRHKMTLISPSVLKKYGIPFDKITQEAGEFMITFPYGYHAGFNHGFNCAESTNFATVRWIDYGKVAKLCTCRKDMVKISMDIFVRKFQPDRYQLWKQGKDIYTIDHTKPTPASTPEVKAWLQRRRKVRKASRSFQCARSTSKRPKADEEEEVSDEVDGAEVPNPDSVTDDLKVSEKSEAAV
Fh CTSL1 inh: cathepsin L1 inhibition, PFM18AAP counter-screen; hit rate 0.49% among 300,000; AID 1906; recombinant F. hepatica cathepsin L1, Z-Leu-Arg-MCA fluorescence; inhibition, % at 5.96 µM;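 active means inhibition above the mean of all tested compounds plus 3 SD, set per screening campaign, cut at about 17% in these data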;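 further: 0% = plate median of test compound wells and 100% = 1 µM Z-Phe-Ala-diazomethylketone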
* hit, by the source's call; / = not tested or not shown.

SMILES	PP1 counter	core dimer inh	PP5 primary	TPT1 inhibitor	EBNA-1 inhibitor	Yeast superoxide	ZTA DNA inh	GASC-1 inh	Fh CTSL1 inh
Cc1ccc(C(=O)N/C(=C/c2cccs2)C(=O)NCC2CCCO2)cc1 (configuration not stated)	-2	1	-2.0	-13	-19	103	5	-2	-3
COc1cc(C(=O)Oc2c(OC)cc(C(=S)N3CCOCC3)cc2OC)cc(OC)c1OC	-4	13	0.1	3	2	86	11	-6	-5
CCOc1ccc(-c2cccc(NS(=O)(=O)c3ccccc3[N+](=O)[O-])c2)nn1	-2	12	0.7	1	-8	100	2	6	4
CC(=C\c1ccccc1)/C=C1/SC(=S)N(CCC(=O)Nc2ccccn2)C1=O	-12	31	-4.8	10	-3	101	-12	-25	7
COc1ccccc1CNc1ncc(-c2ccc(F)cc2)n1C	-1	11	1.6	2	9	106	2	16	7
CC(C)(C)OC(=O)NCCCCC1=CC2=CC(=O)C(C)(OC(=O)c3ccco3)C(=O)C2=CO1 (configuration not stated)	2	-4	-2.2	15	7	103	11	-20	-2
O=C(N1CCOCC1)N1CCN(c2ccccc2)CC1	-3	-3	-0.2	-4	3	93	-5	1	0
CC1CCCC(NS(=O)(=O)c2cc(Br)cnc2N)C1C (configuration not stated)	-1	1	4.1	0	-5	106	20	-31	5
CCN(CC(=O)Nc1c(F)cccc1F)C(=O)CSc1nnc(-c2ccco2)n1CC	-2	0	-1.3	3	-3	95	-5	-1	-3
COc1cccc(CNC(=O)C2CSC3(C)CCC(=O)N23)c1 (configuration not stated)	-4	0	1.4	13	7	81	-12	9	-5
COc1ccc(OC)c(C2C3=C(N=C4SCC(=O)N42)c2ccccc2CC3)c1 (configuration not stated)	2	42	2.8	14	-6	102	10	-10	-5
COc1ccc(CSCCNC(=S)Nc2ccccc2)cc1Cl	2	-1	5.9	-4	4	86	-5	9	3

Fetched one by one from the list above, 4 records:
SMILES	PP1 counter	core dimer inh	PP5 primary	TPT1 inhibitor	EBNA-1 inhibitor	Yeast superoxide	ZTA DNA inh	GASC-1 inh	Fh CTSL1 inh
O=C(N1CCOCC1)N1CCN(c2ccccc2)CC1	-3	-3	-0.2	-4	3	93	-5	1	0
Cc1ccc(C(=O)N/C(=C/c2cccs2)C(=O)NCC2CCCO2)cc1 (configuration not stated)	-2	1	-2.0	-13	-19	103	5	-2	-3
CC(C)(C)OC(=O)NCCCCC1=CC2=CC(=O)C(C)(OC(=O)c3ccco3)C(=O)C2=CO1 (configuration not stated)	2	-4	-2.2	15	7	103	11	-20	-2
COc1ccc(OC)c(C2C3=C(N=C4SCC(=O)N42)c2ccccc2CC3)c1 (configuration not stated)	2	42	2.8	14	-6	102	10	-10	-5

Remaining list, next part
SMILES	PP1 counter	core dimer inh	PP5 primary	TPT1 inhibitor	EBNA-1 inhibitor	Yeast superoxide	ZTA DNA inh	GASC-1 inh	Fh CTSL1 inh
CC(C)(C)OC(=O)N[C@H](C(=O)OC(C)(C)C)c1ccc(Br)cc1	2	/	3.2	/	/	86	-24	2	/
CCN(CC)C(=O)C(=O)c1ccn(-c2c(C)csc2C(=O)OC)c1	0	-3	-2.9	-2	4	104	1	16	-2
COc1ccc(N=C2SCC(=O)N2Cc2ccccc2)cc1	0	-6	4.5	13	7	108	11	-2	0
CCCNC(=O)C1CCC(CNS(=O)(=O)c2ccc3c(c2)CC(C)N3C(C)=O)CC1 (configuration not stated)	-2	-8	3.2	-2	-20	86	-24	136	0
COCCCNc1cc(C)nc2ccccc12	0	-6	2.5	5	-15	105	-13	-4	0
CCC(C)(C)C1CCc2[nH]nc(C(=O)O)c2C1 (configuration not stated)	11	8	0.7	-6	13	97	8	1	-3
Cc1ccc(-c2nn(CCC#N)cc2C=C(C#N)C#N)cc1	-2	13	3.4	2	-16	111	-8	-24	-9
O=C(CN1CCCC1)Nc1nnc(-c2cccs2)s1	5	2	-1.1	3	-2	101	4	9	2
CCN(CC)S(=O)(=O)c1ccc(NS(=O)(=O)c2ccc(O)c([N+](=O)[O-])c2)cc1	-3	-9	-0.6	-4	6	97	-3	2	0
CCn1c(N2CCN(CC(=O)c3c(C)n(C)c4ccccc34)CC2)nc2c1c(=O)[nH]c(=O)n2C	2	-7	0.0	0	10	107	4	6	7
Cc1cc(C(=O)N/N=C2\CC(=O)CC(C)(C)C2)c2ccccc2n1	-4	-2	1.9	-5	2	96	12	3	-2
Cc1[nH]nc2ncc(C(=O)c3cc(Cl)cc(Cl)c3O)cc12	-2	17	-1.6	-1	7	72	1	0	6
COc1cc(/C=N/Nc2ccc(C(=O)O)cc2)ccc1O	-3	-66	1.5	-3	1	110	-2	10	1
Nc1nc2n(n1)C1(CCCCC1)C1=C(CCCC1)N2	-11	4	0.8	5	0	98	-23	30	10
O=C(O)C1=C[C@H](C2CC2)C[C@H](OCCCCO)O1	2	-7	3.0	0	-1	101	-6	2	3
S=c1[nH]nc(C2CCCCC2)n1/N=C/c1ccncc1	5	-9	2.2	-3	-3	110	-12	11	2
COc1cc(/C=C2\C(=N)N3N=C(S(C)(=O)=O)SC3=NC2=O)ccc1OC(=O)c1ccco1	-1	3	0.6	1	0	112	8	1	-2
COc1ccc(Cc2nnc(NC(=O)C3CC(=O)N(CCc4ccc(F)cc4)C3)s2)cc1OC (configuration not stated)	4	-3	1.8	1	0	92	4	-1	-3
COc1cccc(-n2c(SCC(=O)O)nnc2-c2cccnc2)c1	-2	-2	-1.2	-3	3	82	5	6	2
O=C(Nc1cccc(C2OCCCO2)c1)c1cccs1	1	-3	0.5	-2	3	97	2	0	-2
CC1CCc2cc(F)ccc2N1C(=O)CSc1nnc2c3ccccc3n(C)c2n1 (configuration not stated)	1	5	2.5	2	-8	114	-7	-6	-1
COc1ccc(Cn2c(C)ccc2C)cc1	3	18	1.6	5	-5	101	6	4	-2
COC(Cc1nnc(SC)n1-c1ccccc1)OC	-3	2	0.7	-4	5	103	-5	25	-3
Nc1cc2c3c(cccc3c1)C(=O)N(CCN1CCCC1)C2=O	-6	-32	-5.4	-54	-14	48*	-1	8	1
O=C(COc1ccccc1)Nc1ccccc1F	-3	4	0.2	-1	4	102	-3	1	1
Cc1cc(Cl)c2oc(C(=O)N3CCN(c4cccc(C)n4)CC3)c(C)c2c1	-1	-7	4.0	-3	-12	103	-13	-15	1
CCCN1CCN(CCCNC(=O)c2cc3c(s2)-c2c(C)cccc2OC3)CC1	8	-6	0.4	0	-1	94	7	-9	6
Cc1ccccc1N1CCN(C(=S)c2ccc(-c3ccc([N+](=O)[O-])cc3)o2)CC1	-5	6	3.5	5	-6	109	-6	/	-1
O=C1N=C(N2CCOCC2)S/C1=C\c1ccncc1	-3	1	-3.1	-1	8	117	5	-13	0
N#C/C(C(=O)NCc1ccco1)=C1/SC(Cc2ccc(F)cc2)C(=O)N1c1ccccc1 (configuration not stated)	1	15	2.0	7	5	105	-7	-1	1
Cc1ccc(C(C)(C)NC(=O)C2CCC(=O)N(C3CCCCCC3)C2)cc1 (configuration not stated)	1	10	0.3	-2	5	97	7	1	0
Cc1ccc(-n2c(SCC(=O)Nc3cccc(C)c3)nc3c(oc4ccccc43)c2=O)cc1	12	21	-1.3	1	3	90	6	-1	-2
COc1cccc(NC(=O)c2ccc(S(=O)(=O)N(C)C)cc2)c1	1	-3	1.1	-1	-1	96	10	4	0
c1ccc(Cn2ccc(-c3cnc(-c4ccccc4)s3)n2)cc1	0	-2	3.5	1	1	93	8	1	2
CC1CN(c2ccc(Cl)cc2[N+](=O)[O-])CCN1S(C)(=O)=O (configuration not stated)	0	4	2.8	-6	4	103	-5	-2	-3
S=c1nc(-c2ccc(Br)cc2)oc2c1CCCC2	-2	4	-0.4	3	-6	104	-5	-2	1
O=C(O)CSCC(=O)NCc1ccccc1Cl	-4	0	2.4	2	-2	104	1	3	-3
O=C(CCl)Nc1nc(-c2ccco2)c(-c2ccco2)s1	0	9	2.9	9	-7	110	16	-23	21*
Cc1ccc(C)c(OCCCN2CCCC2)c1	-2	-3	-0.6	1	-2	88	-1	49	4
CCCCN(CC)Cc1ccc(CNC(=O)Nc2ccc(F)cc2)o1	-5	-3	0.0	-4	4	85	-6	-2	3
Cc1ccc(S(=O)(=O)N2CCN(S(=O)(=O)c3cccs3)CC2)cc1	-4	4	-2.8	-1	5	95	14	6	2
OC(COCCOc1ccc(Br)cc1)CN1CCN(Cc2ccccc2)CC1 (configuration not stated)	0	-3	-0.9	0	0	90	2	9	3
O=C(Nc1cccc(Cl)c1)c1ccc(-n2cncn2)c([N+](=O)[O-])c1	4	-6	1.0	6	4	96	-11	-1	-3
CCC(C)NC(C(=O)Nc1ccc(Cl)c([N+](=O)[O-])c1)c1ccccc1 (configuration not stated)	3	1	2.7	-4	-2	114	16	0	1
CC(=O)Oc1ccc(N2C(=O)C3C4C=CC(CC4)C3C2=O)cc1[N+](=O)[O-] (configuration not stated)	-1	1	1.7	-3	9	128	4	7	-3
Nc1nnc(SCc2ccc([N+](=O)[O-])cc2)s1	-3	-4	1.7	-4	4	96	-19	-2	-7
CCCNc1nc(C)cc(-c2cc(C(=O)NC3CCCC3)on2)n1	3	-3	0.9	-2	-2	104	-11	-3	1
O=C(NC(=O)c1ccc(Cl)cc1)OC1CCCCC1	-2	-5	1.0	-1	-5	104	3	20	-3
Cc1ccc(SCC(=O)Nc2nncs2)cc1	4	-5	-0.6	-6	-9	102	-10	17	-3
CCOC(=O)c1ccccc1NC(=O)c1ccc2nccnc2c1	-3	54*	0.7	5	5	112	3	6	-1
CN1/C(=N\O)c2cccc3cccc1c23	-2	-36	3.5	-4	0	93	-1	10	-1
CCN(CC)c1ccc(NC(=O)CN2CCN(CC(=O)Nc3ccc(OC)cc3)CC2)cc1	-4	-6	0.8	3	1	101	0	-1	0
CCc1ccccc1NC(=O)c1nnn(CC(=O)Nc2cccc(C)c2C)c1N	2	3	-1.9	-6	9	106	-4	4	6
CCOc1ccccc1NC(=O)NC(=O)N(C)S(=O)(=O)c1ccc(C)cc1	2	8	1.4	-4	0	110	2	-3	4
CC(C)c1c(C(=O)N/N=C/c2ccsc2)nnn1-c1nonc1N	-2	-20	0.1	-1	-12	88	-4	9	2
CSc1ccccc1C(=O)NCc1ccc(C)cc1	0	0	2.0	-2	2	104	-5	1	0
O=C1CC(c2ccccc2)Cc2nc3ncnn3cc21 (configuration not stated)	-2	-3	-0.4	-3	1	96	8	32	-1
CNS(=O)(=O)c1cccc(C(=O)NCC2(N3CCOCC3)CCCCC2)c1	-2	-4	1.1	-6	4	95	3	-5	-2
Nc1nc(NCc2ccco2)nc(Nc2ccccc2)c1[N+](=O)[O-]	13	-3	5.1	-6	1	124	-14	-5	2
O=C(O)CCCCCNC(=O)OCC1c2ccccc2-c2ccccc21	-2	-3	-0.9	-2	-2	99	8	-22	0

Additional structures follow.
SMILES	PP1 counter	core dimer inh	PP5 primary	TPT1 inhibitor	EBNA-1 inhibitor	Yeast superoxide	ZTA DNA inh	GASC-1 inh	Fh CTSL1 inh
CCOc1ccc(/C=C/C(=O)Nc2ccc(OC)cc2[N+](=O)[O-])cc1	1	10	-0.9	-16	-4	89	21	2	-1
CCCCCCCCN1[C@@H](CC(=O)O)c2ccc(C(F)(F)F)cc2S1(=O)=O	2	-31	2.2	-1	7	108	4	-13	5
NC(=O)c1cc(-c2ccccc2)sc1NC(=O)CN1CCCCC1	3	2	2.7	0	2	88	21	5	3
O=C(NNC(=O)c1ccccc1Br)c1ccc(SCC2CCCO2)c([N+](=O)[O-])c1 (configuration not stated)	1	1	6.1	5	-4	109	-3	1	-1
O=C(CSc1nnc(CCCOc2ccc(Cl)cc2Cl)o1)Nc1ccc(C(=O)O)cc1	3	2	2.6	-1	0	92	-4	0	-2
CC(C)N(Cc1nc(-c2ccccc2)no1)C(=O)CN(C)S(=O)(=O)c1ccc(Br)cc1	0	5	3.4	-2	-3	88	8	-4	-3
